Compound activity from PubChem.
KAT2A inh = blocks human GCN5L2 histone acetyltransferase; Q92830; GCN5L2 HAT assay, ThioGlo1 CoA-SH fluorescence; Potency, µM (titrated, usually from 58.9 µM), for the others: top-dose activity change, negative = inhibition, actives largely listed as inhibitors; 0.21% of 390,000 active
Target sequence (Q92830 whole entry, looked up): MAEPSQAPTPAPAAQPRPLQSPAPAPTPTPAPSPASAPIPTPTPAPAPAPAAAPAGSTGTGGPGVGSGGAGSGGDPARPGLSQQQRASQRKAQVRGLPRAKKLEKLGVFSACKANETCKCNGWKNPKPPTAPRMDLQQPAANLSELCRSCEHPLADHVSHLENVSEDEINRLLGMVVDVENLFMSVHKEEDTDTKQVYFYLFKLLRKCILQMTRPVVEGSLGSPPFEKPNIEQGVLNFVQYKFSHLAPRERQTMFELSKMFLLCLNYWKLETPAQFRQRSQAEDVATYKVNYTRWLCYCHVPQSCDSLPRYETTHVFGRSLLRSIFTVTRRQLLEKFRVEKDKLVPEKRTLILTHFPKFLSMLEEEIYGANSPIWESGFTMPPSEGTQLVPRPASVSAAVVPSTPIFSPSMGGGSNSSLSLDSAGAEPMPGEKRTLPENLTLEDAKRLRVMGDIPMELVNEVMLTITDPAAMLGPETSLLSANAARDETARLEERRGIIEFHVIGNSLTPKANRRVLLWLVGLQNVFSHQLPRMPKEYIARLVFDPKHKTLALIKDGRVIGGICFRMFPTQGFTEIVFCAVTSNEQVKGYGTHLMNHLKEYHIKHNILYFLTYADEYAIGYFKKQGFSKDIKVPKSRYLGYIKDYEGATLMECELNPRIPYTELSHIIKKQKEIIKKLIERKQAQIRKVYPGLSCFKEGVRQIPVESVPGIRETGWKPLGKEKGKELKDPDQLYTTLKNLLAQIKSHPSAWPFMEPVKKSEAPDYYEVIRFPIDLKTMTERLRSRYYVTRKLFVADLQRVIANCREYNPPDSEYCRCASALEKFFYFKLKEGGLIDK
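qHTS, 1536-well. 20nM enzyme, pH 7.5 HEPES/EDTA/Tween-20 buffer; 15 min compound preinc., RT. Start: 75uM H3(1-25), 70uM AcCoA, 50uM ThioGlo1. Read Ex340/Em540 at t=0 (autofluorescence flag) and t=20 min.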
DT40 TDP1 CPT = DT40-hTDP1 cell growth loss with CPT; chicken DT40 Tdp1-/-;hTDP1 cells + 20 nM CPT, ATP luminescence, 48 h; Potency, µM (top dose mostly 46.2 µM), for the others: at the highest dose activity change, negative = growth inhibition, usual class: inhibitors; 12% of 420,000 active; AID 686979; note: nearly all actives have a fitted effect of over 55% in size
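Chicken DT40 Tdp1-/- cells stably complemented with human TDP1 were seeded at 400 cells/well in medium containing 20 nM camptothecin, exposed to pin-transferred compounds, and grown at 37 °C for at least 48 hr. Viability was read as ATP luminescence.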
DT40 TDP1 no CPT = qHTS for Inhibitors of human tyrosyl-DNA phosphodiesterase 1 (TDP1): qHTS in cells in absence of CPT. DT40 Tdp1-/- hTDP1 cells, no CPT, ATP luminescence, 48 h. Potency, µM (series often up to 46.2 µM), for the others: top-dose activity change, negative = growth inhibition, most hits filed as inhibitors. 15% of 420,000 active. AID 686978, 2013; note: nearly all actives have a fitted effect of over 55% in size
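Cells were dispensed at 400 per well, compounds added by pin tool, plates incubated ≥48 hr at 37 °C, then CellTiter-Glo added for 30 min at room temperature before luminescence reading. Line: DT40 Tdp1-/- complemented with hTDP1; camptothecin omitted.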
* = called active by the depositor; ? = inconclusive; . = not tested or not shown; & = joins results of further samples; ! = a repeat was not active. Calls come from the whole dose curve; as a rule, active = well fitted curve in the direction sought with a large enough effect; inconclusive = small, poorly fitted or top-dose-only effect, or another doubt; inactive = no such curve, though single readings can be large; an effect the other way counts as inactive or inconclusive. % is set by controls: 0 for no effect and ±100 for the full control effect; potency is the fitted concentration of half-maximal effect. The list is partial; the hit share may differ from the screen's.

Sample of the layout, 2 compounds:
Compound,KAT2A inh,DT40 TDP1 CPT,DT40 TDP1 no CPT
Cc1cc(Cl)ccc1C(O)c1ncc(-c2ccc3ccccc3c2)[nH]1 (centres undefined),.,?,?
COc1ccc(CN2C(=O)c3cccnc3C2=O)cc1S(=O)(=O)N1CC(C)Oc2ccccc21 (centres undefined),-1%,9%,24%

Main list, from the start:
Compound,KAT2A inh,DT40 TDP1 CPT,DT40 TDP1 no CPT
Cc1cc(Cl)ccc1C(O)c1ncc(-c2ccc3ccccc3c2)[nH]1 (centres undefined),.,?,?
COc1ccc(CN2C(=O)c3cccnc3C2=O)cc1S(=O)(=O)N1CC(C)Oc2ccccc21 (centres undefined),-1%,9%,24%
CC(C)(C)c1ccc(-c2csc(NC(=O)CN3C(=O)NC4(CCCCC4)C3=O)n2)cc1,-2%,10µM*,9.2µM*
C=C(C)CSc1nc2sc3c(c2c(=O)n1CCCC)CCCC3,0%,-20%,-17%
CCOC(=O)c1cc2c(=O)n3ccccc3nc2n(Cc2ccco2)c1=NC(=O)c1cccc(C)c1,-7%,23µM*,?
N[C@@H](CSS(=O)(=O)O)C(=O)O,35µM*!,7%&8%&-4%,1%&-22%&1%
Cc1cc(C)c(NC(=O)CN2C(=O)c3cccnc3Sc3ccccc32)c(C)c1,-2%,?,-31%
NCCCCCNC(=O)/C=N\O,-12%,-21%,-21%
COCCn1cnnc1SCC(=O)Nc1sc2c(c1C#N)CCC2,-4%,12%,-23%
Cc1cccc(C(=O)NCC(=O)N2CC=C(c3ccccc3)CC2)c1,-3%,?,?
C(=N\N1CCN(C2c3ccccc3-c3ccccc32)CC1)/c1ccccn1,-14%,21µM*,16µM*
COc1cc(OC)cc(-n2nnnc2SCC(=O)NC2CCCC2)c1,-4%,-16%,-12%
CCc1ccc(NC(=O)CC2C(=O)N(c3ccc(OC)cc3)C(=O)N2Cc2ccc(OC)cc2)cc1 (centres undefined),-6%,?,?
COc1ccc(OC)c(Nc2nc(-c3sc(N)nc3C)cs2)c1,0%,?,26µM*
Cc1cccc[n+]1CC(=O)c1ccc2c(c1)OCCO2,20%,?,2%
CC(=O)Oc1ccc(C(=O)Nc2nccs2)cc1,3%,-17%,-11%
CS(=O)(=O)N(CC(=O)NC1CCCC1)C1CCCCC1,-17%,5%,-3%
Cc1ccc(/C=N/NC(=O)c2ccc(C(=O)N/N=C/c3ccc(C)s3)o2)s1,2%,-18%,-13%
COc1cc(NC(=S)N2CCN(CCO)CC2)c(OC)cc1Cl,1%,-12%,-6%
O=C(NC1=NCCS1)c1ccc(Cl)c(S(=O)(=O)N2CCCC2)c1,-6%,-19%,-25%
CC(C)c1nc(SCC(=O)Nc2cccc(S(N)(=O)=O)c2)n[nH]1,-8%,0%,-3%
CCN(Cc1ccccc1)C(=O)c1cc2cc(OC)c(OC)cc2[nH]1,1%,?,?
c1ccc2nc3c(nc2c1)CCc1nonc1-3,-8%,-8%,0%
CCOC(=O)c1ccc(NC(=O)CCc2c(C)nc3c(c(C)nn3C(C)(C)C)c2C)cc1,-22%,16µM*,18µM*
CCCOc1ccc(Cc2nn[nH]n2)cc1,-2%,-6%,-5%
O=C(Nc1ccncc1)c1ccc2ccccc2c1,-8%,?,13µM*
Cc1nn(S(=O)(=O)c2cccc([N+](=O)[O-])c2)c(C)c1Br,-19%,3%,-4%
CC(=O)c1ccc(NS(=O)(=O)c2cccc(S(=O)(=O)c3ccc(Cl)cc3)c2)cc1,-21%,-11%,-21%
Cc1nnsc1C(=O)Nc1cc(Cl)ccc1Cl,-7%,1%,0%
CCOC(=O)CN(C(=O)CNC(=O)c1cccs1)C(C(=O)NC1CCCC1)c1ccncc1 (centres undefined),0%,-1%,21%
CN1C(=O)Cc2cc(S(=O)(=O)CCC(=O)Nc3cccc(C(F)(F)F)c3)ccc21,-22%,-17%,-5%
CN(Cc1ccco1)C(=O)CC[C@H]1O[C@@H](n2ccc(=O)[nH]c2=O)[C@H](O)[C@@H]1O,.,-14%,-3%
CCOc1ccc(S(=O)(=O)/N=C(\N)c2ccccc2)cc1,1%,23µM*,12µM*
COc1ccc(OC)c(NC(=O)CSc2nnc(NC(=O)c3ccco3)s2)c1,-10%,-24%,-7%
CCN(CC)CCn1c(/N=C/c2cc(Br)ccc2O)nc2ccccc21,-5%,-26%,?
Cc1ccc2nc(Br)c3c(c2c1)OC(CBr)C3 (centres undefined),-1%,-22%,?
FC(F)(F)C1CCCN(c2nsc3ccccc23)C1 (centres undefined),2.8µM*,2.3µM*,2.6µM*
COc1cc(/C=C(\C#N)c2nnc(N3CCOCC3)n2-c2ccccc2)ccc1O,-20%,?,?
CCCCCCN1C[C@H](O)[C@@H](n2cc(C3CC3)nn2)C[C@@H]1c1ccccc1,.,?,23µM*
CCOC(=O)c1c(C)[nH]c(C(=O)COC(=O)/C=C/c2ccc(O)c(OC)c2)c1C,-2%,-4%,?
Cc1ccc(-n2ncc3c(=O)n(Cc4ccccn4)cnc32)cc1C,-3%,-20%,?
O=C(Nc1ccc(F)c(F)c1)NC1CCCCC1,?,-16%,-20%
COc1ccc(CCNC(=O)C2=C(C)C(=O)OC23CCCCC3)c(OC)c1OC,3%,?,?
Cc1ccccc1-c1cc2nc(Oc3cccc4ccccc34)n(C)c(=O)c2s1,.,0%,2%
CC(C)N(CCn1c(SCC(=O)N2CC(=O)Nc3ccccc32)nc2ccccc2c1=O)C(C)C,-10%,?,?
CC(=O)c1cccc(NC(=S)NNC(=O)c2ccc(C)c([N+](=O)[O-])c2)c1,-5%,-8%,0%
CSc1nc(=O)c2c(n1C)NC(=O)CC2c1ccccc1OC(C)C (centres undefined),-11%,?,?
Cc1oc2ncn(C)c(=O)c2c1C(=O)Nc1ccc(F)cc1,-7%,-1%,-20%
O=C(CNC(=O)C1COc2ccccc2O1)Nc1cc(Cl)ccc1Cl (centres undefined),0%,6%,11%
O=C(NCc1ccco1)c1ccc2c(c1)CCO2,-22%,1%,20%
C[C@H](O)[C@@H]1C(=O)N2CCc3ccc(-c4ccccc4)cc3[C@@H]2C[C@@H]1N(C)C(=O)c1ccco1,.,?,15µM*
CCOC(=O)c1cnc2c(OC)cccc2c1N1CCN(c2ccccn2)CC1,-6%,?,16µM*
COc1ccc(C2CC(c3ccc(Br)cc3)=NN2C(=O)CSC2=NCCS2)cc1 (centres undefined),-2%,16µM*,16µM*
OC(CNC1Cc2ccccc2C1)c1ccccc1 (centres undefined),-2%,0%,-19%
Cc1cc(/C=N/n2cnnc2)c(O)c([N+](=O)[O-])c1,-7%,-1%,-5%
Cn1nnc(NC(=S)NC(=O)c2cc3ccccc3o2)n1,0%,-5%,-1%
O=C(O)c1ccn(CSc2cc(Cl)ccc2Cl)n1,0%,-19%,?
C/C(=N\N=C1\NC(=O)C(CC(=O)Nc2ccccc2F)S1)C1CCCCC1 (centres undefined),?,7%,-12%
O=C(Cc1ccccc1)NCCc1c[nH]c2ccccc12,-11%,-22%,0%
C1=Cc2ccccc2/C1=C/c1ccc(/C=C2\C=Cc3ccccc32)cc1,.,8%,6%

Remaining list, next part.
Compound,KAT2A inh,DT40 TDP1 CPT,DT40 TDP1 no CPT
O=C(Nc1cccnc1)c1ccc(-c2ccc(Cl)cc2)o1,-1%,-5%,-12%
CC(Oc1ccccc1)C(=O)N=C1SC2CS(=O)(=O)CC2N1Cc1ccc(F)cc1 (centres undefined),-16%,-5%,11%
COc1ccc(Cl)cc1C(=O)CSc1nnnn1C1CCCC1,-6%,16µM*,18µM*
CS(=O)(=O)c1ccc(Cl)c(NC(=O)COC(=O)CCCN2C(=O)c3cccc4cccc(c34)C2=O)c1,0%,5%,-29%
CC(C)Oc1ccc(CC2CC(=O)NC2=O)cc1 (centres undefined),-7%,-14%,-21%
CCOC(=O)Cc1csc(NC(=O)c2ccc(S(=O)(=O)N(CCOC)CCOC)cc2)n1,-9%,-14%,6%
CCCCCSc1nc2c(c(=O)[nH]c(=O)n2C)n1C,-4%,-1%,-2%
O=C(Nc1ccc2c(c1)OCO2)N1CCN(c2ccc(F)cc2)CC1,18%,?,?
CCc1ccnc(NC(=O)Nc2ccc(OCc3ccccc3)cc2)c1,-1%,-11%,-9%
Cc1ccc(C(=O)Cn2nnc3ccccc32)cc1[N+](=O)[O-],-2%,0%,-7%
CC(C)NC(=O)COc1ncnc2sccc12,32µM*,-4%,-17%
CC(C(=O)Nc1nncs1)N1C(=O)C2C3C=CC(C3)C2C1=O (centres undefined),-17%,-12%,-14%
COc1cc(C(C)=O)ccc1OCC(=O)N1CCCC1c1ccc2c(c1)OCCCO2 (centres undefined),.,-6%,1%
O=C(N/N=C/c1ccc([N+](=O)[O-])s1)c1ccncc1,-6%,6.5µM*,6.5µM*
Cc1cc(C)cc(NC2=C(c3ccccc3)C(=O)c3ccccc32)c1,-7%,21µM*,?
O=S(=O)(Nc1ncnc2sc3c(c12)CCC3)c1ccc2ccccc2c1,?,-12%,-20%
Cc1cnc(C(=O)OCc2ccc(Br)cc2F)cn1,-2%,2%,0%
CN1C[C@@H]2[C@@H]3C(=O)N(C)C(=O)[C@@H]3[C@](C)(C1=O)N2C(=O)c1ccc(Cl)cc1,.,1%,-3%
CC1CCN(CCCCOc2ccc(Cl)cc2)CC1,5%,-19%,-24%
Cc1cccc(C)c1NC(=O)COC(=O)c1cccnc1,4%,-16%,17%
CC(C)(C)c1ccc(C(=O)Nc2nnc(C3=COCCO3)o2)cc1,-4%,13µM*,16µM*
CCN(CC)Cc1c(O)ccc2cc(-c3nc4ccccc4n3C)c(=O)oc12,?,-2%,1%
O=C1OCCC1=COCCCCCOC=C1CCOC1=O,.,-13%,-15%
Cc1cccc(C(=O)Nc2nnc(-c3ccco3)o2)c1,-5%,23µM*,10µM*
O=C(c1ccco1)N1CCN(C(=O)C2CC(c3ccc(F)cc3)=NO2)CC1 (centres undefined),2%,-27%,8%
O=C(Cn1c(NCCO)nc2ccccc21)N1CCN(Cc2ccccc2)CC1,-14%,3%,-18%
O=C(O)[C@H](CC(=O)N1C[C@H]2CCCC[C@H]2C1)Cc1ccccc1,-6%,14%,-1%
Cc1ccc(S(=O)(=O)N2CCN(C(=O)COC(=O)c3cnc(C)cn3)CC2)c(C)c1,2%,12%,-3%
COc1ccc(OC)c(S(=O)(=O)N2CCCC(C(=O)NCc3ccncc3)C2)c1 (centres undefined),-4%,-2%,-8%
Nc1n[nH]c(-c2ccc(F)cc2)n1,-2%,-3%,-1%
CCC(CCC(=O)Nc1ccc(S(N)(=O)=O)cc1)C(=O)O (centres undefined),0%,-14%,-5%
Cc1ccc2c(c1)COc1c3ccc(C(=O)NCCO)cc3nn1-2,?,?,?
O=C(NCc1ccc2c(c1)OCO2)C1CCCCC1,-12%,2%,8%
CCNC(=O)NCc1c(C)c(C)n(Cc2ccccc2)c1-n1cccc1,-1%,-20%,?
CCOc1cccc2sc(N(Cc3cccnc3)C(=O)c3ccco3)nc12,3%,?,?
C[C@@H]1CC=C[C@H]2[C@H]1C(=O)N(Cc1ccccc1)[C@H]2c1ccc(C(F)(F)F)cc1,3%,?,21µM*
Cc1nnc(N/N=C/c2ccc(Br)cc2)n1N,-9%,?,6%
O=[N+]([O-])c1cccc(COc2ccccc2CN2CCCC2)c1,.,-22%,-24%
O=C1CC(c2cccc(Cl)c2Cl)c2cc3c(cc2N1)OCCO3 (centres undefined),4%,?,21µM*
Nc1n[nH]c(C(F)(F)F)c1-c1ccccc1,24%,-16%,-22%
CCOc1ccc(N(CC(=O)NCc2ccc(OC)cc2)S(C)(=O)=O)cc1,2%,?,-24%
CCOC(=O)c1cnc2c(C)cc(Cl)cc2c1NCCCN1CCOCC1,-9%,-25%,?
CCOc1ccc(S(=O)(=O)N2CCN(C(=O)c3sccc3C)CC2)cc1,-5%,?,?

A second format for two compounds above.
Under each structure – KAT2A inh | DT40 TDP1 CPT | DT40 TDP1 no CPT
- CCC(CCC(=O)Nc1ccc(S(N)(=O)=O)cc1)C(=O)O (centres undefined)
  0% | -14% | -5%
- Cc1ccc2c(c1)COc1c3ccc(C(=O)NCCO)cc3nn1-2
  ? | ? | ?
